Compound activity from PubChem BioAssay.
Efflux pump mplx = blocks antifungal efflux pumps in multiplex yeast assay; S. cerevisiae Candida pump triplex, Nile Red efflux; inhibition, % at 10 µM; actives 0.44% (n = 330,000); AID 485275;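 active = plate passing quality check with inhibition over a set limit, or well fluorescence over plate mean plus 4 SD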;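 note: Nile Red retained in pooled yeast measured as flow cytometry median fluorescence; 0% = buffer negative control and 100% = Enniatin B positive control; higher means more Nile Red kept so more efflux inhibition; some compounds called inactive have numbers as strong as hits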
GRK2 inh = blocks RNA aptamer binding to human GRK2; bead flow cytometry, FAM-aptamer displacement from GRK2; inhibition of aptamer binding, % at 10 µM; actives 0.59% (n = 330,000);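 active = inhibition of aptamer binding above 40%, roughly 3 SD of noise, on plates passing a quality check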;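 note: median bead fluorescence of bound FAM aptamer so fluorescent compounds give negative values; no value below 0 was filed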
BCLXL inh = Bcl-xL (human) inhibition; Q07817; GST-Bcl-xL / FITC-Bim BH3 peptide fluorescence polarization; inhibition, % at 10.9 µM; actives 0.7% (n = 320,000);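 active = inhibition above the mean of all tested compounds plus 3 SD, cutoff set per campaign, cut at about 30% in these data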;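 note: 0% = DMSO wells and 100% = unlabeled Bim-BH3 peptide competitor; inhibitors lower millipolarization by displacing the labeled peptide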
Target sequence (Q07817 whole entry, looked up): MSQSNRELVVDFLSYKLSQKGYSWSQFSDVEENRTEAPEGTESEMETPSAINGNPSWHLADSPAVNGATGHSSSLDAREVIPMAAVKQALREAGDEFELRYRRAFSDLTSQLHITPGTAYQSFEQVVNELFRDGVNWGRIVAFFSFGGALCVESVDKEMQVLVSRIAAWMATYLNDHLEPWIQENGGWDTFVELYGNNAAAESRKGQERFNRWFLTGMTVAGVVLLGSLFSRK
MEX-5 binding = C. elegans MEX-5 TCR-2 RNA binding activity. AID 1832. Q9XUB2. activity score (negative = inhibition of binding), % at 10 µM. actives 0.38% (n = 300,000). MEX-5/FITC-TCR2 RNA binding, fluorescence polarization; hits give low values;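 active = inhibition past about -25% in most replicates, and total fluorescence under double the plate's negative control median, limit read from the data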;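 note: 0% = DMSO and -100% = 5 µM competing unlabeled TCR2 RNA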
MCL1 BIM primary = MCL1-BIM-BH3 interaction inhibition (human) | Q07820 | GST-MCL1 / FITC-Bim-BH3 fluorescence polarization | inhibition, % at 10.9 µM | actives 0.68% (n = 320,000) | AID 2057;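 active = inhibition above the mean inhibition of all tested compounds plus 3 SD, set per campaign, cut at about 40% in these data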;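 note: 0% = DMSO wells and 100% = unlabeled Bim-BH3 peptide control; higher means more loss of mP so more displacement of Bim peptide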
Fam108B inh = counter-screen for RBBP9 inhibitors: inhibitors of mouse Fam108B; recombinant Fam108B, FP-Rh probe fluorescence polarization; inhibition, % at 9.51 µM; actives 0.33% (n = 300,000);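 active = inhibition above the screen mean inhibition plus 3 SD, computed separately per campaign, cut at about 18% in these data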;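 note: inhibitors lower polarization as less probe binds the enzyme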
PME-1 inh = PME-1 (human) inhibition; Q9Y570; recombinant PME-1, FP-Rh probe fluorescence polarization; inhibition, % at 5.9 µM; actives 0.53% (n = 320,000); AID 2130;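 active = inhibition above the campaign mean of all compounds plus 3 SD, cut at about 26% in these data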;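 note: competitive labeling of PME-1 active site by serine hydrolase directed probe; 0% = PME-1 with DMSO and 100% = wells lacking PME-1 enzyme; inhibitors block probe labeling so polarization falls and inhibition rises; many of its hits are not listed in these tables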
Target sequence (Q9Y570 whole entry, looked up): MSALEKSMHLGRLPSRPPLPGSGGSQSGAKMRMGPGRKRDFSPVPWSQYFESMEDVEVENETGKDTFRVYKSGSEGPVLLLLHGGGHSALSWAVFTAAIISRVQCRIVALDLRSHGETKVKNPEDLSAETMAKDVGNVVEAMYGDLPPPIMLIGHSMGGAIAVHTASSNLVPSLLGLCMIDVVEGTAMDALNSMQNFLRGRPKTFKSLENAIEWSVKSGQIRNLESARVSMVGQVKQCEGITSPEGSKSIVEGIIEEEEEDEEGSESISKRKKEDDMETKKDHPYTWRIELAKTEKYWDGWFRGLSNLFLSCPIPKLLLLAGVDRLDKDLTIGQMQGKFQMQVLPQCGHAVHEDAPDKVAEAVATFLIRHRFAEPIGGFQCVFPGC
GLD-1 TGE inh = GLD-1-TGE RNA interaction inhibition (C. elegans) | actives 0.44% (n = 320,000) | purified GLD-1 + fluorescein TGE RNA, fluorescence polarization | Q17339 | inhibition, % at 5.96 µM;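 active = percent inhibition above a per-plate cutoff, the plate mean of test compounds plus 3 SD, cut at about 30% in these data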;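 note: 0% = DMSO wells with GLD-1 and probe and 100% = wells lacking GLD-1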
Target sequence (Q17339 whole entry, looked up): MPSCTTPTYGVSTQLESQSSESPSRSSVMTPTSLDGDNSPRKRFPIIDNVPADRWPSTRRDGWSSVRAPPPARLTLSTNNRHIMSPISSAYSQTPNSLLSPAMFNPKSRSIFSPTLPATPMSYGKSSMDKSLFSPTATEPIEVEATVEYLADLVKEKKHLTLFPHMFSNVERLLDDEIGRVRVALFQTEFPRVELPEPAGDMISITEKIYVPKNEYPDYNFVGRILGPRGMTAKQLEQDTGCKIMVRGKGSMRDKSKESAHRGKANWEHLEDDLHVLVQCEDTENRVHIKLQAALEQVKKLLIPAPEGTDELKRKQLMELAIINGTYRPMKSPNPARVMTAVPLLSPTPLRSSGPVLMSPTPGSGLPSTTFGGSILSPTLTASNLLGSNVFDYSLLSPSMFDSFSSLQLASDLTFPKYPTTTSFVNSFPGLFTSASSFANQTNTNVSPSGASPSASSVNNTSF
VLA-4 inh = inhibition in a human VLA-4 binding assay | inhibition, % (about 7 µM as worked out from the volumes in the protocol) | actives 0.2% (n = 330,000) | VLA-4 expressing cells, ligand binding flow cytometry | P13612; in the data active = inhibition above about 50%
* marks the source's active call; other numbers are inactive results; · = no result given. Some of the compounds tested; rates above refer to the full screens.

smiles,Efflux pump mplx,GRK2 inh,BCLXL inh,MEX-5 binding,MCL1 BIM primary,Fam108B inh,PME-1 inh,GLD-1 TGE inh,VLA-4 inh
CCN(C[C@H]1N[C@@](CC)(C(=O)OC)[C@H]2C(=O)N(C)C(=O)[C@@H]12)C(C)=O,-0.2,0,·,·,·,·,·,2,-6
CC(C)(C)c1ccc(-c2nnc(SCCN3C(=O)c4ccccc4C3=O)o2)cc1,0.7,0,0,3.8,4,0,-4,6,-8
O=C(O)C(=O)/C(=C\c1ccc([N+](=O)[O-])cc1)c1ccc2ccccc2n1,0.2,3,-26,-14,-34,0,7,-13,-19
CCOC(=O)CSc1nnc(CNC(=O)Cc2ccccc2)n1-c1ccccc1OC,-0.1,2,-22,·,-23,-1,-2,-3,6
CCOC(=O)Cc1csc(NC(=O)c2ccoc2C)n1,0.0,2,-5,·,-5,-4,-2,-4,5
CCn1nc(C)cc1C(=O)NC1CCCc2c1cnn2-c1cc(F)cc(F)c1 (stereo unspecified),0.0,1,·,3.4,·,·,·,·,12
O=C(Nc1cccc(S(=O)(=O)N2CCCCC2)c1)c1cc([N+](=O)[O-])ccc1N1CCOCC1,0.1,1,-5,-2.3,-18,0,0,-4,0
Cc1ccc(NC(=O)C2C3C=CC4(O3)C2C(=O)N(CCCN2CCCC(C)C2)C4C(=O)NC2CCCCC2)cc1 (stereo unspecified),0.2,0,5,-1.8,2,-4,-3,-9,30
COc1cccc(C2=NOC(C(=O)NCc3cccnc3)C2)c1 (stereo unspecified),-0.1,2,12,-0.1,2,3,-5,-3,9
Cc1cc(C)cc(C(=O)NCC(=O)OCc2cc([N+](=O)[O-])cc3c2OCOC3)c1,-0.1,2,2,-0.5,5,-1,5,8,-1
O=C(NN1CCOCC1)c1cccc(Cl)c1,0.2,3,-2,1.9,-4,0,-2,-2,3
O=C(CCn1ccc2cc(S(=O)(=O)N3CCCC3)ccc21)NCc1cccc(F)c1,0.2,0,4,-2.8,5,-2,5,3,15
COc1ccc(N=C(N(C)C)P(=O)(N(C)C)N(C)C)cc1,0.1,11,3,2.8,6,-2,1,3,6
CC/C(=N\NC(=O)c1nnn(-c2nonc2N)c1CN(C)c1ccccc1)c1ccccc1,0.4,2,2,-0.6,3,-2,-4,-9,-1
CN(CC(=O)Nc1ccc(F)cc1)C(=O)COC(=O)/C=C/c1cccs1,-0.1,3,-5,0.3,-6,1,4,1,-8
CCOC(=O)Nc1ccc2c(c1)nc(CN1CCOCC1)n2C,0.1,0,1,-1.0,3,-4,-4,-1,6
O=C(NNC(=O)c1cnccc1C(F)(F)F)c1ccc(Cl)cc1,0.1,0,0,-1.3,5,-3,1,7,-2
CC(NC(=O)CSc1ncnc2nc[nH]c12)c1ccccc1 (stereo unspecified),0.1,1,3,1.2,4,-3,-1,5,-25
Oc1ccccc1CNc1ncc(Br)cc1Br,-0.1,7,1,0.8,5,2,3,5,11
Cc1ccc([N+](=O)[O-])c2c1C(N1CCCC1)C(C)(C)O2 (stereo unspecified),0.0,0,-6,3.3,-9,-4,-6,-10,-2
O=C1CC(C(=O)NCc2ccccc2)C2(CCCC2)O1 (stereo unspecified),-0.1,0,2,-1.7,-4,1,-2,3,-1
CC(C)(O)C(=O)NNC(=S)Nc1ccc(F)c(Cl)c1,0.1,3,2,-1.1,6,3,-6,1,-24
O=C(CSc1nnc(Cc2cccs2)n1Cc1ccco1)Nc1ccc(Cl)cc1Cl,0.2,0,1,1.8,7,2,0,3,2
CCNCc1cc(Cl)cc(OC)c1OC(C)C,-0.1,3,1,0.4,1,7,5,8,1
S=C(NCCc1ccc(Cl)cc1)Nc1ccc(Cl)cc1Cl,-0.2,2,2,0.3,7,1,-9,-6,6
O=C(O)c1ccc2c(=O)n3c(nc2c1)/C(=C/c1ccccc1Br)CC3,-0.1,2,5,0.7,1,-1,-4,2,-1
c1ccc2c(c1)CCN(c1ncnc3nc[nH]c13)C2,0.0,0,0,-3.6,4,1,4,3,30
Fc1ccc(CCNC(=S)Nc2ccc(F)c(Cl)c2)cc1,0.0,0,-2,3.1,-3,-1,-5,6,1
CCc1nnc(NC(=O)C2CC(=O)N(c3ccc(C)cc3)C2)s1 (stereo unspecified),-0.1,10,6,-1.3,6,-2,1,5,0
CCOC(=O)c1cc2c(N)c(C(=O)c3ccc(Br)cc3)sc2[nH]c1=O,0.3,0,-1,-0.7,-4,5,8,-1,-5
Cc1cc(C)cc(NC(=O)Cn2nnc(C(=O)NCc3cccs3)c2N)c1,0.1,4,7,-0.4,3,-4,-6,7,-10
O=C(Cc1ccc(Cl)cc1)NCCN1CCCC1,-0.2,0,2,3.1,-2,4,-3,0,-3
CCN1CCN(c2ccc(S(=O)(=O)N3CCOCC3)cc2NC(=O)c2ccc(F)cc2Cl)CC1,0.1,0,0,0.5,-14,1,0,-1,6
Cc1ccccc1N1CCN(CC(=O)Nc2ccccc2C(=O)NC2CC2)CC1,0.2,0,5,·,3,·,-6,8,4
Cc1cc(C)cc(NC(=O)CSc2ccc(-c3ccccn3)nn2)c1,0.2,3,1,0.8,3,1,-1,3,8
CCCN(CCC)CC(O)COc1ccccc1C(=O)Nc1ccccc1 (stereo unspecified),-0.1,0,5,-0.4,1,-3,-1,7,-3
CN(Cc1ccccc1)c1nc2c(c(=O)[nH]c(=O)n2C)n1Cc1ccccc1F,-0.1,1,2,1.6,3,0,2,4,20
Nn1cnnc1SCC(=O)Nc1ccc2c(c1)OCCO2,0.0,1,2,0.1,-1,4,-3,0,5
O=C(CSCc1ccc(Cl)cc1)NCc1ccc2c(c1)OCO2,-0.1,0,9,0.3,8,3,6,13,-3
COC(=O)[C@H](CCSC)NS(=O)(=O)c1ccccc1Br,-0.3,0,6,1.1,-1,-2,2,-3,-8
O=C(NCc1cccs1)C1CCN(c2nccs2)CC1,0.1,0,14,-0.1,12,-1,9,4,8
Cc1nn(CC(=O)Nc2ccc3c(c2)nc2n3CCOC2)c(=O)c2ccccc12,0.0,0,3,1.1,5,-2,-6,6,·
O=c1c2ccccc2c(C=Nc2ccc(S(=O)(=O)Nc3ncccn3)cc2)c(O)n1-c1cccc(Cl)c1,-0.1,1,0,-7.6,2,0,2,4,0
CCOC(=O)c1sc(=S)n(CC)c1NC(=O)C1CC1,0.0,0,1,1.5,6,-1,6,4,12
N#CC1=C(O)C(c2ccccc2)n2c1nc(=O)c1ccccc12 (stereo unspecified),-0.1,2,10,-3.4,1,2,2,5,10
CC(C)CCOc1ccc(C(=O)NCC(c2ccco2)N(C)C)cc1 (stereo unspecified),-0.1,0,4,0.2,5,2,-2,0,7
O=C(COC(=O)c1cccc(F)c1)NCCC1=CCCCC1,0.3,0,·,·,·,·,·,3,-16
CCN(CC(=O)Nc1ccc(NC(C)=O)cc1)C(=O)COc1ccc2ccccc2c1,-0.1,0,-8,-3.2,-24,-1,5,-2,13
Cc1sc(NC(=O)CCCC(=O)O)c(C#N)c1C,-0.2,2,8,0.7,7,-3,3,-1,11
Cc1ccc(C2NC(=S)NC3=C2N2CCC3CC2)cc1 (stereo unspecified),0.0,3,1,0.5,7,0,-5,3,2
N#C/C(=C\c1ccc[nH]1)S(=O)(=O)c1ccccc1,-0.1,0,-3,-1.6,0,-1,4,2,-2
CC(C)(C)c1ccc(C(=O)NNC(=O)CCC(=O)Nc2ccccc2)cc1,0.1,0,-3,-0.6,-6,-4,-1,3,2
Cc1ccc(OCC(=O)NCCNC(=O)c2ccccn2)cc1,0.0,0,-3,3.1,-1,-2,2,3,4
O=C(N1CCCCCC1)N1CCN(C(=O)N2CCCCC2)CC1,0.2,0,6,4.5,-3,6,2,-9,5
O=C(Nc1nnc(CCc2ccccc2)s1)c1cccs1,0.1,0,4,1.1,3,0,7,12,4
O=C(Cc1cccc2ccccc12)Nc1nc(-c2cccc([N+](=O)[O-])c2)cs1,-0.1,2,6,0.3,6,20*,14,4,-2
CCOc1cc(C2C(C(=O)OC)=CN(C3CCCC3)C=C2C(=O)OC)cc(Br)c1O,0.0,3,4,-1.3,0,-2,7,45*,8
CCOc1cccc(/C=N/NC(=S)Nc2cc(S(=O)(=O)N3CCOCC3)ccc2N2CCOCC2)c1O,0.7,1,5,-2.0,13,18*,32*,-7,8
O=C(NCc1cccnc1)C(=O)Nc1nccs1,0.1,4,4,-0.3,5,-2,-1,0,-11
COc1ccc(C(=O)C(C)Sc2nnc(C3CC3)n2C2CC2)cc1 (stereo unspecified),-0.1,0,2,·,18,·,3,7,-9

The list continues.
smiles,Efflux pump mplx,GRK2 inh,BCLXL inh,MEX-5 binding,MCL1 BIM primary,Fam108B inh,PME-1 inh,GLD-1 TGE inh,VLA-4 inh
O=C(COC(=O)c1cccc(S(=O)(=O)N2CCc3ccccc32)c1)NC1CCS(=O)(=O)C1 (stereo unspecified),0.0,3,2,-1.5,-1,1,1,0,3
Cc1csc(CNc2ncnc3ccc(-c4cccc(Cl)c4)cc23)c1,-0.2,0,·,·,·,·,·,-2,-5
Cc1c(/C=C2\NC(=O)NC2=O)c2ccccc2n1C,0.0,·,2,-2.5,4,-1,2,1,0
COC(=O)c1ccc(Cn2c(C)cc(C)[n+]2C)o1,0.1,2,-13,-3.6,-25,1,-6,-5,1
CNc1ccc(S(=O)(=O)NCC(=O)OCC(=O)Nc2cccc(Cl)c2Cl)cc1[N+](=O)[O-],0.0,4,1,-0.8,-2,-4,0,1,9
O=C(c1ccc(Cl)cc1)N1CCN(CCOc2ccccc2)CC1,0.3,2,5,0.5,4,-4,-4,-1,-2
Cc1ccnc2nc(C(=O)OCC(=O)NC3CCCC(C)C3C)nn12 (stereo unspecified),0.1,0,2,·,5,·,1,5,-2
COc1ccc(COc2ncnc3ccc(Br)cc23)cc1F,0.2,1,2,0.0,2,-1,0,-8,-9
O=C(COc1ncnc2ccccc12)NCc1ccco1,-0.2,0,8,2.4,0,0,-2,-6,-1
Cc1ccc(CN=c2c([N+](=O)[O-])nn(-c3ccc(Cl)cc3)n2O)cc1,0.1,0,1,0.9,-4,-2,9,7,-2
O=C(CN1C(=O)CCSc2ccc(S(=O)(=O)N3CCCC3)cc21)NCc1ccccc1Cl,-0.5,2,-1,1.1,2,2,1,-4,15
COc1cc(/C=C(\NC(=O)c2ccccc2)C(=O)N2CC3CC(C2)c2cccc(=O)n2C3)cc(OC)c1OC (stereo unspecified),0.0,1,1,1.0,-8,2,2,-7,-1
COc1cccc(-c2nc3ccccc3s2)c1O,0.4,2,0,0.8,0,-3,-4,4,10
Cc1cc(Cl)c2ccccc2n1,0.1,0,3,-0.6,4,4,-1,6,-13
CCOC(=O)N1CCN(C(=O)/C=C/c2ccc(OC)cc2)CC1,-0.4,0,6,-2.0,1,2,1,7,26
COc1ccccc1/C=C/CN1CCCC(CO)(CCc2ccccc2)C1 (stereo unspecified),0.1,0,8,2.0,4,7,4,3,-13
O=C(N/N=C/c1ccc(O)c(O)c1)c1ccc(-n2cnnn2)cc1,-0.3,0,4,·,31,·,-4,0,12
CCc1cc(CNC(=O)CCc2nnc(Cc3cccc(C)c3)o2)on1,-0.2,0,-22,-0.5,-32,-2,-2,3,11
